Growth percent in the NCI-60 one-dose screen (48 h, 10 µM unless noted): 100 = growth as untreated, 0 = no growth, -100 = all killed.
HT29: HT29 colon cancer | actives 7.4% (n = 81,000)
NCI-H226: NCI-H226 lung cancer; actives 3.5% (n = 79,000); AID 1794732
COLO 205: COLO 205 colon cancer; actives 7.3% (n = 79,000); AID 1794742
NCI-H522: NCI-H522 lung cancer | actives 8% (n = 78,000)
HCT-116: HCT-116 colon cancer; actives 7.3% (n = 82,000)
NCI/ADR-RES: NCI/ADR-RES ovarian cells | actives 4.4% (n = 81,000)
NCI-H460: NCI-H460 lung cancer; actives 6.8% (n = 82,000)
NCI-H322M: NCI-H322M lung cancer | actives 2.7% (n = 80,000)
HCT-15: HCT-15 colon cancer; actives 5.2% (n = 82,000)
Numbers without * were called inactive; . = not tested or not shown. Rule for the calls: active = growth percent below 10; inactive = the rest. Rows were taken by chance. Share with any hit: about 12%.

SMILES | HT29 | NCI-H226 | COLO 205 | NCI-H522 | HCT-116 | NCI/ADR-RES | NCI-H460 | NCI-H322M | HCT-15
OCCOc1ccc(-c2cc(-c3ccccn3)nc(-c3ccccn3)c2)cc1 | 4.1* | 0.5* | 0.4* | -19* | 6.4* | -57* | 0.5* | 9.1* | 19
CCOc1ccc(C)cc1N | 97 | 104 | 103 | 91 | 87 | 109 | 101 | 114 | 101
CCN(CC)CCCC(C)Nc1ncnc2cc(Cl)ccc12 (stereo not drawn) | 102 | 94 | 99 | 93 | 99 | 99 | 104 | 101 | 94
N#COc1ccc(-c2ccccc2)cc1 | 110 | 92 | 121 | 107 | 96 | 98 | 101 | 95 | 106
CC(C)c1ncc([N+](=O)[O-])n1C | 108 | 102 | 108 | 96 | 107 | 108 | 106 | 126 | 101
Cn1c(=O)[nH]c2c(c1=O)CCO2 | 99 | 97 | 108 | 107 | 100 | 103 | 99 | 121 | 89
CCOC(=O)C(O)c1ccc(OCc2ccccc2)cc1 (stereo not drawn) | 74 | 91 | 100 | 75 | 77 | 109 | 106 | 79 | 95
C=C(C)[C@@H]1CC[C@]2(C(=O)O)CC[C@]3(C)[C@H](CC[C@@H]4[C@@]5(C)CC[C@H](OC(=O)c6cccnc6)C(C)(C)[C@@H]5CC[C@]43C)[C@@H]12 | 98 | 85 | 98 | 90 | 85 | 89 | 86 | 82 | 85
Nc1ccccc1NS(=O)(=O)c1ccc(Cl)cc1 | 92 | 103 | 104 | 85 | 97 | 97 | 104 | 82 | 102
COC(=O)[C@@H]1CCCN1C(=O)COc1cc(O)c2c(=O)cc(-c3ccccc3)oc2c1 | 109 | 99 | 137 | 93 | 71 | 101 | 97 | 101 | 94
Cc1cc2c(c(C)c1Cl)C(=O)/C(=C/c1ccc(F)cc1)O2 | 99 | 97 | 111 | 95 | 95 | 97 | 94 | 90 | 88
COc1ccc2cc(C(C)NC(=O)Nc3ccc(S(=O)(=O)NC(C)=O)cc3)ccc2c1 (stereo not drawn) | 90 | 107 | 109 | 44 | 49 | 70 | 94 | 91 | 100
CCOc1ccc(/C=C/C(=O)c2cccc(OCCCCOc3cccc(C(=O)/C=C/c4ccc(OCC)cc4)c3)c2)cc1 | 103 | 78 | 111 | 82 | 100 | 96 | 98 | 100 | 105
C[C@](N)(Cc1ccc(O)c(O)c1)C(=O)O | 91 | 95 | 116 | 99 | 92 | . | 100 | 92 | 93
O=C(CN1CCCCCC1)Nc1nc2ccc([N+](=O)[O-])cc2s1 | 111 | 98 | 114 | 93 | 108 | 110 | 109 | 103 | 109
O=C1/C(=C/c2ccc(F)cc2)CN(C(=O)CCN2CCC(=NO)CC2)C/C1=C\c1ccc(F)cc1 | -76* | 73 | -82* | -73* | -66* | 13 | -27* | -12* | -58*
CC1Cc2c(NCc3ccccc3)ncnc2N2CCc3cccc1c32 (stereo not drawn) | 85 | 76 | 110 | 67 | 78 | 86 | 98 | 103 | 74
O=C(O)c1ccc2c(c1Sc1ccccc1)C(=O)c1ccccc1C2=O | 96 | 93 | 112 | 120 | 99 | 105 | 100 | 82 | 109
CC1=C(C)CC(C(=O)c2ccc(Cl)cc2)C(C(=O)c2ccc(Cl)cc2)C1 (stereo not drawn) | 82 | 81 | 99 | 70 | 80 | 92 | 100 | 92 | 93
C=C(C)[C@@H]1CC[C@]2(C(=O)N3CCCNCC3)CC[C@]3(C)[C@H](CC[C@@H]4[C@@]5(C)CCC(=O)C(C)(C)[C@@H]5CC[C@]43C)[C@@H]12 | 61 | 91 | 101 | 101 | 72 | 92 | 98 | 102 | 84
COc1ccc(-c2cc(C(F)F)c3c(N)c(C(=O)c4ccc5c(c4)OCO5)sc3n2)cc1 | 100 | 39 | 105 | 41 | 58 | 63 | 44 | 78 | 79
C(=Nc1ccc2c(c1)Cc1ccccc1-2)c1ccnc2ccccc12 | 64 | 103 | 108 | 90 | 25 | 88 | 103 | 98 | 41
CCOC(=O)c1ccc(O)c(O)c1 | 103 | 105 | 100 | 101 | 96 | 101 | 106 | 89 | 94
O=[N+]([O-])c1cc2c(c([N+](=O)[O-])c1)Nc1ccccc1O2 | 63 | 73 | 93 | 37 | 47 | 74 | 51 | 79 | 72
Clc1ccc(N=c2oc3ccccc3cc2-c2cc3ccccc3[nH]2)cc1 | 95 | 89 | 100 | 96 | 88 | 99 | 96 | 91 | 92

Some of these compounds in order of molar mass, ascending.
SMILES | HT29 | NCI-H226 | COLO 205 | NCI-H522 | HCT-116 | NCI/ADR-RES | NCI-H460 | NCI-H322M | HCT-15
Cn1c(=O)[nH]c2c(c1=O)CCO2 | 99 | 97 | 108 | 107 | 100 | 103 | 99 | 121 | 89
C[C@](N)(Cc1ccc(O)c(O)c1)C(=O)O | 91 | 95 | 116 | 99 | 92 | . | 100 | 92 | 93
O=[N+]([O-])c1cc2c(c([N+](=O)[O-])c1)Nc1ccccc1O2 | 63 | 73 | 93 | 37 | 47 | 74 | 51 | 79 | 72
Nc1ccccc1NS(=O)(=O)c1ccc(Cl)cc1 | 92 | 103 | 104 | 85 | 97 | 97 | 104 | 82 | 102
CCOC(=O)C(O)c1ccc(OCc2ccccc2)cc1 (stereo not drawn) | 74 | 91 | 100 | 75 | 77 | 109 | 106 | 79 | 95
Cc1cc2c(c(C)c1Cl)C(=O)/C(=C/c1ccc(F)cc1)O2 | 99 | 97 | 111 | 95 | 95 | 97 | 94 | 90 | 88
C(=Nc1ccc2c(c1)Cc1ccccc1-2)c1ccnc2ccccc12 | 64 | 103 | 108 | 90 | 25 | 88 | 103 | 98 | 41
CC1Cc2c(NCc3ccccc3)ncnc2N2CCc3cccc1c32 (stereo not drawn) | 85 | 76 | 110 | 67 | 78 | 86 | 98 | 103 | 74
OCCOc1ccc(-c2cc(-c3ccccn3)nc(-c3ccccn3)c2)cc1 | 4.1* | 0.5* | 0.4* | -19* | 6.4* | -57* | 0.5* | 9.1* | 19
Clc1ccc(N=c2oc3ccccc3cc2-c2cc3ccccc3[nH]2)cc1 | 95 | 89 | 100 | 96 | 88 | 99 | 96 | 91 | 92
COc1ccc2cc(C(C)NC(=O)Nc3ccc(S(=O)(=O)NC(C)=O)cc3)ccc2c1 (stereo not drawn) | 90 | 107 | 109 | 44 | 49 | 70 | 94 | 91 | 100
O=C1/C(=C/c2ccc(F)cc2)CN(C(=O)CCN2CCC(=NO)CC2)C/C1=C\c1ccc(F)cc1 | -76* | 73 | -82* | -73* | -66* | 13 | -27* | -12* | -58*
CCOc1ccc(/C=C/C(=O)c2cccc(OCCCCOc3cccc(C(=O)/C=C/c4ccc(OCC)cc4)c3)c2)cc1 | 103 | 78 | 111 | 82 | 100 | 96 | 98 | 100 | 105

(cont.)
SMILES | HT29 | NCI-H226 | COLO 205 | NCI-H522 | HCT-116 | NCI/ADR-RES | NCI-H460 | NCI-H322M | HCT-15
CCOc1ccc(/C=N\N=C\c2ccc(OCC)cc2)cc1 | 34 | 89 | 97 | 52 | 46 | 78 | 52 | 99 | 8.0*
CCN(CC)CCCC(C)Nc1ccnc2c1ccc1c(NC(C)CCCN(CC)CC)ccnc12 (stereo not drawn) | 92 | 90 | 99 | 86 | 88 | 99 | 99 | 88 | 97
CCOc1ccccc1NC(=O)c1cc2ccccc2cc1O | 100 | 72 | 111 | 13 | 32 | 29 | 27 | 84 | 45
COC(=N)c1ncc(-c2ccc(C(F)(F)F)cc2)c(N[C@@H]2C[C@H]3CC[C@@H]2C3)n1 | 19 | 96 | 81 | 72 | 81 | 104 | 96 | 78 | 93
CCCCC[C@H](O)C/C=C1/C(=O)C=C[C@@H]1C/C=C\CCCC(=O)O | 60 | 84 | 78 | 46 | 44 | 54 | 67 | 91 | 69
C[C@H]1[C@H]2C3=CC[C@@H]4[C@@]5(C)CC[C@H](NCO)C(C)(C)[C@@H]5CC[C@@]4(C)[C@]3(C)CC[C@@]2(CO)CC[C@@H]1C | 41 | 96 | 84 | 100 | 62 | 97 | 62 | 98 | 70
COc1cc(C2C=C(c3cccc(NC(C)=O)c3)Nc3ncnn32)cc(OC)c1OC (stereo not drawn) | 11 | 44 | . | -3.1* | 20 | 76 | 15 | 37 | 41
NC(=O)NC(=O)NC(=O)c1ccccc1 | . | 91 | . | 83 | 91 | 95 | 112 | 108 | 103
O=c1[nH]c2c(s1)CCCC2CN1CCCCC1 (stereo not drawn) | 95 | 95 | 98 | 89 | 77 | 99 | 106 | 112 | 107
Cn1cc(-c2noc(-c3cn(C)c4ncc(F)cc34)n2)c2cc(F)ccc21 | 94 | 102 | 93 | 60 | 77 | 73 | 68 | 68 | 85
S=C(c1cccs1)N1CCN(c2ccccc2)CC1 | 101 | 107 | 119 | 98 | 103 | 103 | 112 | 89 | 102
Cc1ccc2c(c1)C(=O)/C(=C/c1ccc(OCC(=O)c3ccccc3)cc1)O2 | 101 | 69 | 107 | 89 | 93 | 88 | 108 | 108 | 75
CCCCC(O)(CC(=O)O)c1ccccc1 (stereo not drawn) | 103 | 94 | 100 | 91 | 102 | 101 | 102 | 99 | 104
COc1c(OC(C)=O)ccc(C=O)c1[N+](=O)[O-] | 93 | 122 | 99 | 92 | 99 | 114 | 110 | 98 | 112
N#Cc1c(N2CCOCC2)nc(=S)[nH]c1-c1ccco1 | 64 | 63 | 76 | 50 | 82 | 40 | 50 | 75 | 71
C/C=C/C(=O)OCCCCCCCCCCCC | 93 | 87 | 105 | 96 | 88 | 106 | 108 | 114 | 123
NC(=N\N=C/c1cccc([N+](=O)[O-])c1)/C(N)=N\N=C/c1cccc([N+](=O)[O-])c1 | 99 | 64 | 19 | 67 | 37 | 81 | -22* | 110 | 52
COc1ccc(/C=N\NC(=O)CCCCCCCCC(=O)N/N=C\c2ccc(OC)cc2)cc1 | 112 | 99 | 107 | 95 | 96 | 99 | 103 | 120 | 105
CC1=NCCN1CCNC(=O)c1ccc(C(=O)NCCN2CCN=C2C)cc1 | 106 | 101 | 103 | 81 | 98 | 106 | 105 | 118 | 101
C=Cc1nn2c(CCC(=O)c3nc4ccccc4[nH]3)nnc2s1 | 105 | 98 | . | 102 | 99 | 100 | 105 | 94 | 101
Nc1[nH]nc2[nH]c(=S)nc(-c3ccc(Cl)cc3Cl)c12 | 90 | 90 | 101 | 69 | 85 | 103 | 90 | 97 | 92
O=C(CN1CCN(c2cc3c(cc2F)c(=O)c(C(=O)N/N=C/c2ccc(Br)cc2)cn3C2CC2)CC1)N/N=C\c1ccc(Br)cc1 | 94 | 82 | 107 | 90 | 83 | 95 | 93 | 96 | 94
CC(=O)CC(=O)NC1CCCCCC1 | 107 | 103 | 116 | 95 | 102 | 105 | 105 | . | 108
CCOC(=O)C(NC(=O)Cc1ccccc1)C(=O)OCC | 101 | 98 | 103 | 94 | 92 | 108 | 112 | 89 | 112
NNC(=O)Cc1cccc2ccc(Cl)cc12 | 103 | . | 112 | 98 | 104 | 112 | 105 | 110 | 99
Other structures follow.
SMILES | HT29 | NCI-H226 | COLO 205 | NCI-H522 | HCT-116 | NCI/ADR-RES | NCI-H460 | NCI-H322M | HCT-15
COc1ccc(CCN2C(=O)CCC3=C2CCC3=O)cc1OC | 118 | 103 | 98 | . | 105 | 104 | 106 | 97 | 107
COc1cc(C2NN=C3c4ccccc4CCC32)cc(OC)c1OC (stereo not drawn) | 105 | 63 | 89 | 81 | 75 | 79 | 91 | 88 | 72
COc1ccc(C(=O)Nc2ccccc2)cc1N | 103 | 98 | 104 | 98 | 101 | 101 | 105 | 106 | 97
CCN1/C(=C\c2cc[n+](CC)c3ccccc23)C=Cc2ccccc21 | 8.6* | 20 | -35* | 12 | 12 | 87 | -33* | 25 | 30
O=C(CCl)Oc1ccc(OC(=O)CCl)cc1 | 100 | 97 | . | -14* | 94 | 79 | 95 | 101 | 94
Clc1cnc(NCCc2ccncc2)nc1-n1cnc2ccccc21 | 87 | 107 | 109 | 102 | 75 | 98 | 99 | 93 | 102
Cc1ccc(-c2nc3ccccc3c(=O)o2)cc1 | 113 | 102 | 119 | . | 108 | 118 | 103 | 102 | 100
CSc1nc(=S)cc(C(=O)O)[nH]1 | 93 | 97 | 109 | 84 | 103 | 102 | 110 | 100 | 103
CCC(=O)c1cc(C(=O)OC)c2ccc3c4ccccc4ccc3n12 | 73 | 50 | 81 | 102 | 35 | 77 | 26 | 93 | 91
CCOC(=O)c1c(O)cc(-c2cc(OC)c(OC)c(OC)c2)cc1-c1sc(N(C)Cc2ccccc2)nc1Cl | 108 | 84 | 109 | 86 | 85 | 90 | 92 | 95 | 63
N#Cc1cncc(-c2ccc3ncnc(Nc4cccc(Cl)c4)c3c2)c1 | 67 | 70 | 97 | 65 | 37 | 73 | 75 | 29 | 78
Nc1cc2ccccc2c(=O)n1NC(=O)c1ccc(F)cc1 | 102 | 102 | 101 | 92 | 98 | 98 | 105 | 107 | 101
Cc1ccc(S(=O)(=O)c2nc(-c3ccccc3)oc2SCC(=O)Nc2ccc(F)cc2)cc1 | 80 | 46 | 80 | 73 | 66 | 79 | 62 | 91 | 94
c1cc2c3c(cccc3c1)-c1nc3nccnc3nc1-2 | 91 | 92 | 107 | 82 | 90 | 95 | 80 | 90 | 88
O=C(O)c1ccc(-n2cc(/C=N/Nc3ccc(F)cc3)c(-c3ccc(F)c(F)c3)n2)cc1 | 75 | 94 | 102 | 31 | 61 | 59 | 92 | 75 | 51
Cc1ccc(-c2csc(NC(=O)COCc3c(-c4ccccc4)no[n+]3[O-])n2)cc1 | 109 | 97 | 122 | 89 | 102 | 104 | 105 | 104 | 107
O=C(O)CC(O)C(O)C(O)CO (stereo not drawn) | 96 | 98 | 102 | 94 | 93 | 118 | 102 | 113 | 113
COc1cc(O)c2c(c1N)C(=O)c1ccccc1C2=O | 90 | 90 | 110 | 90 | 80 | 95 | 79 | 86 | 83
CCOc1ccc(S(=O)(=O)N2CCCCC2)cc1 | 111 | 96 | 121 | 93 | 114 | 104 | 114 | 98 | 104
OCCNc1nc(O)c(/C=C2\C=Nc3ccccc32)s1 | 98 | 80 | 97 | 82 | 91 | 101 | 101 | 77 | 98
Cc1ccc(C)c2c1sc1nc(N3CCCC3)c(C#N)c(=N)n12 | 112 | . | 111 | . | 101 | 107 | 109 | 108 | 101

Compound activity from PubChem.
